High-throughput results from PubChem.
EPAC2 antag: qHTS for Antagonist of cAMP-regulated guanine nucleotide exchange factor 2 (EPAC2): primary screen | Rap guanine nucleotide exchange factor 4 (Homo sapiens), Q8WZA2 | EPAC2 GEF exchange of Rap1B-BODIPY-GDP, fluorescence | Potency, µM (highest dose often 114 µM), for the others: at the top dose activity, negative = inhibition, most hits filed as inhibitors | actives 0.18% (n = 360,000) | AID 720708, 2013; also: potency is read from the fitted curve at half-maximal effect; % is scaled to controls: 0 for no effect and ±100 for the full control effect; nearly all actives have a fitted effect of over 45% in size; many of its hits are not listed in these tables
Target sequence (Q8WZA2 whole entry, looked up): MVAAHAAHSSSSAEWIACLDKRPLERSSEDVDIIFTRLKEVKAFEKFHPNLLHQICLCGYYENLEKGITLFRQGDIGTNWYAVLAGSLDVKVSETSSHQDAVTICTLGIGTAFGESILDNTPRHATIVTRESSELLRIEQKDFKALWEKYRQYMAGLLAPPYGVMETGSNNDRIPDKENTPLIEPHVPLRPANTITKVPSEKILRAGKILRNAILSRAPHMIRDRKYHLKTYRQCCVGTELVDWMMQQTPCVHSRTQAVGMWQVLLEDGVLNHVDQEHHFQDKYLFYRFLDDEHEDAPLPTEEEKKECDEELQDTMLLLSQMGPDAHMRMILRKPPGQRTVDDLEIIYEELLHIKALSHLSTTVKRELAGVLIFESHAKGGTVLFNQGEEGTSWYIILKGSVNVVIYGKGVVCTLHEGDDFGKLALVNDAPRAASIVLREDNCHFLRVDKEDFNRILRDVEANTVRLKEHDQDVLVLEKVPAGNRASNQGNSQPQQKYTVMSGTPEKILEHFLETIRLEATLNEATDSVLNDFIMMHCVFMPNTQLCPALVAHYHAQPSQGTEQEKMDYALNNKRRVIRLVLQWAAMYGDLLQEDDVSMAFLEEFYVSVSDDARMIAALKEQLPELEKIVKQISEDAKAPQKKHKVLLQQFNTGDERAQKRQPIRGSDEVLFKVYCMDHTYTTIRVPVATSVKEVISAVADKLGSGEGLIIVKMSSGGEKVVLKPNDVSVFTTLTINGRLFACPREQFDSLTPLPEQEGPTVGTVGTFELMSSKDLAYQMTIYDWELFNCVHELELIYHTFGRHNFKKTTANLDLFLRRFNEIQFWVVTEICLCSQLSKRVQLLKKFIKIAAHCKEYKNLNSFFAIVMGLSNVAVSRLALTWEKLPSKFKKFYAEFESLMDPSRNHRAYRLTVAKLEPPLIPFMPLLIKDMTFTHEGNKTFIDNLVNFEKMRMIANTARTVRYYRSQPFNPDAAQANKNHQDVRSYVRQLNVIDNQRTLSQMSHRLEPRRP
D3 antag: qHTS of D3 Dopamine Receptor Antagonist: qHTS. D(3) dopamine receptor (Homo sapiens), P35462. D3R cells, DiscoveRx beta-arrestin luminescence, antagonist mode; active compounds read low. max response, negative = inhibition, %. actives 2.5% (n = 360,000). AID 652054, 2013; in the data active = max response below about -50%; inconclusive = no clear call, values can overlap the other calls; also: % is scaled to controls: 0 for no effect and ±100 for the full control effect; mostly tested at two doses, the higher about 12 µM
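Cells expressing the human receptor were seeded at 1500 cells/well, incubated overnight at 37 degrees C in 5% CO2, then exposed to library compounds with dopamine controls for 90 minutes at 37 degrees C before luminescent detection.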
Abeta rescue: qHTS for compounds that reverse cellular toxicity of Amyloid beta (A-beta) peptide in yeast: Primary Screen; yeast expressing A-beta42, growth rescue, OD600, 48 h; response scale: 0% DMSO, 100% iron-clioquinol control; Potency, µM (highest dose often 46.1 µM), for inactives: at the highest dose growth rescue, actives largely listed as activators; actives 0.063% (n = 410,000); AID 1347071, 2019; also: potency is read from the fitted curve at half-maximal effect; nearly all actives have a fitted effect of over 55% in size
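Growth rescue measured by 600 nm absorbance after 48 h yeast culture at 30 C with compound. Values normalized between DMSO and an equimolar ferric chloride plus clioquinol control.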
TDP43 rescue: qHTS of TDP-43 Inhibitors. TDP-43 expressing yeast growth rescue, BacTiter-Glo, 24 h. Potency, µM (top dose mostly 46.1 µM), without a hit: at the top dose growth rescue (activation), usual class: activators. actives 1.8% (n = 410,000). AID 652104, 2013; also: potency is read from the fitted curve at half-maximal effect; % of control where 0% means no effect; nearly all actives have a fitted effect of over 50% in size
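Yeast expressing TDP-43 (pregrown in raffinose, seeded at OD600=0.02 in galactose medium) exposed to compounds 24 hr at 30 deg C. Growth read by BacTiter-Glo luminescence; rescue of toxicity appears as increased signal.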
aSyn rescue: qHTS of alpha-syn Inhibitors | Potency, µM (highest dose often 46.1 µM), inactives show at the top dose growth rescue (activation), most hits filed as activators | AID 652106, 2013 | Yeast expressing alpha-synuclein, growth rescue, BacTiter-Glo, 24 h | actives 0.14% (n = 370,000); also: potency is read from the fitted curve at half-maximal effect; % of control where 0% means no effect; nearly all actives have a fitted effect of over 65% in size
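Galactose-induced alpha-syn yeast (OD600=0.02, raffinose-pregrown) + pinned cpd, 24 hr, 30 deg C; growth by BacTiter-Glo luminescence. Growth restoration scores as activation.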
FUS suppressor: qHTS for Suppressors of FUS Proteinopathy: Primary screen using FUS-linked yeast assay. S. cerevisiae FUS-expressing, growth rescue, OD600, 24 h. Potency, µM (highest dose often 76.6 µM), for inactives: at the highest dose growth rescue (activation), actives largely listed as activators. actives 0.24% (n = 390,000);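 also: potency is read from the fitted curve at half-maximal effect; plate controls were DMSO vehicle for no effect and reference control for full effect; nearly all actives have a fitted effect of over 55% in size; some results filed as inactive show a strong effect at the top dose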
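Yeast expressing FUS under galactose induction, OD 0.005 in 2% galactose medium; compounds in a dilution series, 24 h at 30C. Growth rescue by absorbance at 600 nm; CP55940 positive control, DMSO negative.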
D3 ag: qHTS of D3 Dopamine Receptor Agonist: qHTS. D(3) dopamine receptor (Homo sapiens), P35462. D3R DiscoveRx beta-arrestin cells, luminescence, 90 min. max activation, %. actives 0.58% (n = 410,000); in the data active = max activation above about 30%; also: 0% is about no effect; mostly tested at two doses, the higher about 12 µM
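Agonist-mode cell screen: cells plated at 1500/well and incubated overnight at 37 °C, then exposed to library compounds for 90 min at 37 °C. Detection reagent was added for 30–60 min at room temperature, and luminescence was read.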
EPAC2 ag: qHTS for Agonist of cAMP-regulated guanine nucleotide exchange factor 4 (EPAC2): primary screen; actives 0.079% (n = 360,000); EPAC2 activation, biochemical qHTS; response scale: 100% = 6.5 mM cAMP response; Potency, µM (doses to about 154 µM), for the others: at the top dose activation, most hits filed as activators; Rap guanine nucleotide exchange factor 4 (Homo sapiens), Q8WZA2; also: potency is read from the fitted curve at half-maximal effect; nearly all actives have a fitted effect of over 50% in size
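EPAC2 (100 nM) mixed with Rap1B loaded with BODIPY-GDP (250 nM) plus 50 uM unlabeled GDP; compounds pinned in, 5 min RT, then read every 5 min for 30 min (ex 480, em 540 nm). Normalized to cAMP control.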
Starred values were filed as active, the others as inactive; ? = inconclusive; · = not tested or not shown; [ ] = dose if it differs, or a comment. Unless noted, calls follow the shape of the dose curve; as a rule, active = well fitted curve in the direction sought with a large enough effect; inconclusive = small, poorly fitted or top-dose-only effect, or another doubt; inactive = no such curve, though single readings can be large; an effect the other way counts as inactive or inconclusive. These rows are one share of the data. The share of hits here may be higher or lower than overall.

Structure	EPAC2 antag	D3 antag	Abeta rescue	TDP43 rescue	aSyn rescue	FUS suppressor	D3 ag	EPAC2 ag
CN(C)c1ccc(C(=O)NNC(=O)C23CC4CC(CC(C4)C2)C3)cc1	10%	-6	6%	-1%	2%	6%	0	5%
C=CCn1c(N2CCOCC2)nc2c1c(=O)[nH]c(=O)n2C	8%	-6	-10%	24%	-1%	9%	0	12%
CCOC(=O)[C@H]1[C@H]2COc3cc(OC)ccc3[C@@H]2N2C(=O)CN(Cc3ccccc3)C(=O)[C@@]12C	-3%	-16	2%	1%	10%	21%	5	11%
CCCCN(C)CCCNC(=O)c1cc(=O)[nH]c2ccc(S(=O)(=O)N3CCCCC3C)cc12 (stereo not given)	2%	15	-1%	-3%	-4%	-4%	-2	-2%
Cc1ccccc1N(C)C(=O)c1noc2c1COc1ccccc1-2	·	·	6%	?	·	-14%	-16	·
Cc1nc2ccccc2cc1O	7%	2	5%	13%	4%	·	6	9%
O=C(Nc1ccccc1)/C(=C/c1ccc(F)cc1)NC(=O)c1ccco1	2%	-9	-7%	2%	-6%	1%	9	-1%
CCN(CCCNC(=O)CN(C)S(=O)(=O)c1cccc2nsnc12)c1ccccc1	5%	11	5%	7%	3%	-14%	4	-9%
Cc1cn(S(=O)(=O)c2ccccc2[N+](=O)[O-])cn1	8%	?	-11%	8%	-1%	19%	-2	11%
CC1CCC(N2CC(=O)N(C3CCCC3)C(c3ccc(Cl)cc3)C2=O)CC1 (stereo not given)	·	·	15%	-11%	·	11%	-1	·
O=C(c1ccco1)N1CCCC(c2nc(-c3ccc(S(=O)(=O)NCc4ccccc4)cc3)no2)C1 (stereo not given)	-4%	25	6%	-3%	0%	26%	17	3%
Cc1cc(C(=O)NCc2ccccc2Cl)c2c(C)nn(-c3ccccc3)c2n1	·	·	-19%	16%	-9%	-14%	-1	·
Cc1c(C#N)c2ccccc2n1CC(=O)N1CCCC1	4%	1	7%	2%	0%	5%	1	2%
O=c1cc(-c2ccncc2)oc2ccccc12	-4%	-18	17%	3%	10%	-3%	-1	-3%
CCCN1C(=O)c2ccccc2NC1c1ccc(Br)cc1 (stereo not given)	?	?	-8%	-21%	14%	10%	-10	1%
O=S(=O)(c1ccc(C(F)(F)F)cc1)N1CCCN(c2ccc(C(F)(F)F)cn2)CC1	-21%	3	8%	-1%	0%	-10%	-3	-4%
COc1ccc(OCC(=O)OCC(=O)Nc2cc(S(=O)(=O)N3CCOCC3)ccc2Cl)cc1	13%	6	0%	2%	2%	·	0	4%
CC1CC(C)CN(C(=O)COC(=O)c2cccc([N+](=O)[O-])c2)C1 (stereo not given)	-8%	15	-4%	11%	2%	-1%	-4	-10%
O=C1C=CC(=O)N1c1cccc2cccnc12	16%	-4	-10%	-1%	-4%	39%	-10	9%
Cn1c(=O)cc(OCC(=O)NCCCN2CCN(c3cccc(Cl)c3)CC2)c2ccccc21	10%	0	1%	-11%	2%	-5%	-16	15%
CCOc1ccc(/C=N/NC(=O)c2cc3c(OC)cc(OC)cc3[nH]2)cc1OC	-3%	69	-11%	17%	11%	19%	19	-2%
O=[N+]([O-])c1cccnc1Sc1ccc(F)cc1	4%	2	-12%	-5%	-5%	11%	1	3%
O=C(CSc1nc(=O)n2ccccc2n1)OCc1ccccc1	12%	-6	-4%	?	6%	2%	-1	-2%
Cc1ccc(SCc2nc3ccccc3n2CC(=O)Nc2ccccc2)cc1	7%	13	7%	-14%	-11%	39%	-19	0%
O=C(NCc1ccc(F)cc1)c1cc(C2CCCN(C(=O)C3CCCCC3)C2)on1 (stereo not given)	-12%	35	-2%	?	-3%	19%	1	3%
Cc1ccc(NC(=O)C2CCN(c3ncnc4c3nc3n4CCCCC3)CC2)nc1	0%	15	-12%	-5%	-12%	16%	-1	10%
CC(C)Sc1nc(C(F)(F)F)cc(=O)n1-c1ccccc1	-28%	3	1%	11%	3%	3%	6	1%
COc1cc(OC)cc(C(=O)NNS(=O)(=O)c2ccc(F)cc2)c1	-8%	0	-13%	-1%	1%	-9%	2	1%
Cc1nc2ccccn2c1C(=O)N/N=C/c1ccc(F)cc1	20%	-22	-3%	-13%	-2%	-6%	-10	9%
Nc1ccc(C(=O)Nc2ccc3nc(-c4cccnc4)[nH]c3c2)cc1	-27%[57.1 µM]	4	30%	1%	1%	17%	-3	-13%

An excerpt from above in order of molecular weight, rising:
Structure	EPAC2 antag	D3 antag	Abeta rescue	TDP43 rescue	aSyn rescue	FUS suppressor	D3 ag	EPAC2 ag
O=C1C=CC(=O)N1c1cccc2cccnc12	16%	-4	-10%	-1%	-4%	39%	-10	9%
Cc1nc2ccccn2c1C(=O)N/N=C/c1ccc(F)cc1	20%	-22	-3%	-13%	-2%	-6%	-10	9%
O=C(CSc1nc(=O)n2ccccc2n1)OCc1ccccc1	12%	-6	-4%	?	6%	2%	-1	-2%
COc1cc(OC)cc(C(=O)NNS(=O)(=O)c2ccc(F)cc2)c1	-8%	0	-13%	-1%	1%	-9%	2	1%
Cc1ccc(SCc2nc3ccccc3n2CC(=O)Nc2ccccc2)cc1	7%	13	7%	-14%	-11%	39%	-19	0%
CCOc1ccc(/C=N/NC(=O)c2cc3c(OC)cc(OC)cc3[nH]2)cc1OC	-3%	69	-11%	17%	11%	19%	19	-2%
Cc1ccc(NC(=O)C2CCN(c3ncnc4c3nc3n4CCCCC3)CC2)nc1	0%	15	-12%	-5%	-12%	16%	-1	10%
O=C(NCc1ccc(F)cc1)c1cc(C2CCCN(C(=O)C3CCCCC3)C2)on1 (stereo not given)	-12%	35	-2%	?	-3%	19%	1	3%
O=S(=O)(c1ccc(C(F)(F)F)cc1)N1CCCN(c2ccc(C(F)(F)F)cn2)CC1	-21%	3	8%	-1%	0%	-10%	-3	-4%
Cn1c(=O)cc(OCC(=O)NCCCN2CCN(c3cccc(Cl)c3)CC2)c2ccccc21	10%	0	1%	-11%	2%	-5%	-16	15%
COc1ccc(OCC(=O)OCC(=O)Nc2cc(S(=O)(=O)N3CCOCC3)ccc2Cl)cc1	13%	6	0%	2%	2%	·	0	4%

(more compounds)
Structure	EPAC2 antag	D3 antag	Abeta rescue	TDP43 rescue	aSyn rescue	FUS suppressor	D3 ag	EPAC2 ag
CCOC(=O)c1cn2nc(N3CCCCC3)ccc2n1	-8%	6	-10%	-1%	-7%	27%	10	0%
COCCN1C(=O)c2oc3cc(C)cc(C)c3c(=O)c2C1c1cccc(O)c1 (stereo not given)	·	·	5%	0%	·	-5%	1	·
Cc1ccc(C(=O)OCC(=O)c2c[nH]c3ccccc23)cc1NC(=O)c1ccco1	-6%	11	-9%	-1%[9.22 µM]	-2%	4%	2	13%
CN(C)S(=O)(=O)c1cc(NC(=O)COC(=O)CC2Sc3ccccc3NC2=O)ccc1Cl (stereo not given)	0%	4	14%	-4%	11%	?	19	8%
Cc1ccccc1/C=C/C(=O)N1CCOCC1	3%	-7	-12%	-7%[0.397 µM]	-1%	-7%	7	3%
O=C1C(C2=NC(C(=O)O)C3C(=O)N(c4ccccc4)C(=O)C23)=C(O)c2ccccc21 (stereo not given)	-5%	-28	7%	-9%	0%	14%	-4	-3%
COc1cc(OC)cc(-c2c(C#Cc3ccsc3)c3cc(-c4ccc5cc[nH]c5c4)ccc3n2C)c1	4%	23	3%	6%	-3%	2%	4	-1%
CCOC(=O)N1CCC(NC(=O)c2cc(C(=O)Nc3ccc(S(=O)(=O)N4CCCCC4)cc3)ccc2CO)CC1	24%	-16	-5%	22%	-2%	?	0	-9%
Cc1cc(C)cc(NS(=O)(=O)c2ccc(Oc3ncc(C(F)(F)F)cc3Cl)cc2)c1	-13%	-30	?	-58%[inhibitor]	-11%	52%	-4	-2%
CSc1ccccc1C(=O)OCC(=O)NCCN1C(=O)CSC1=O	-2%	-11	-5%	14%	-1%	·	-4	-2%
COCCCNc1nc2ccccc2nc1NS(=O)(=O)c1ccc(F)cc1	0%	0	2%	?	-9%	14%	3	4%
Cc1ccc(C(=O)N/C(=C\c2ccco2)C(=O)NCCN2CCOCC2)cc1C	6%	-8	3%	-12%	2%	17%	-9	23%
Cc1cc(Br)ccc1NC(=O)C1CSC2(C)CCC(=O)N12 (stereo not given)	10%	-7	5%	18%	1%	12%	-2	7%
Cc1cc(C)n(C(=O)/C(C#N)=C/N(C)C)n1	2%	17	3%	0%[0.397 µM]	1%	-2%	21	4%
CCOc1ccccc1/C=N/Nc1nc(C)cc(=O)[nH]1	2%	-5	-12%	4%	-9%	-9%	-8	13%
C=CCNc1ncnc2c1ncn2[C@H]1CN(Cc2ccccc2)C[C@@H](COC(C)=O)O1	-21%	4	-5%	19%	-1%	11%	6	5%
CC(=O)c1ccc(NC(=O)CSc2ccc(-c3ccco3)nn2)cc1	8%	2	-13%	6%	-3%	11%	-6	10%
COc1ccccc1CNC(=O)COc1ccc(C)cc1	0%	16	16%	11µM*	23%	-3%	11	9%
Cc1ccc2nc(-c3ccco3)c(CC3CCCCC3)n2c1	-18%	17	-23%	0%	1%	26%	-4	11%
CC1=C(C(=O)OCc2ccccc2)C(c2ccc3ccccc3c2)NC(=O)N1CCCCCC(=O)O (stereo not given)	?	26	27%	15%	27%	?	-22	-1%
CCOC(=O)N1CCN(c2nc(=S)n(-c3ccccc3)c(C)c2C(C)=O)CC1	-4%	35	-3%[9.22 µM]	-3%	7%	8%	-7	2%
